Pf growth 96h – inhibits malaria parasite growth, 96 h. Potency, µM (highest dose often 28.7 µM), inactives show at the top dose activity change, negative = inhibition, most hits filed as inhibitors. AID 504834. P. falciparum luciferase reporter growth, 96 h. hit rate 6.9% among 320,000; note: potency is the fitted concentration of half-maximal effect; % is set by controls: 0 for no effect and ±100 for the full control effect
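Two-generation exposure (96 h) targets delayed-death phenotype. Reporter parasites carrying integrated firefly luciferase, in red cells at 2% hematocrit and 0.05% parasitemia final, kept at 37 C, 5% CO2; luminescence loss indicates inhibition.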
Sm TGR block – inhibitors of Schistosoma mansoni thioredoxin glutathione reductase. purified TGR, DTNB reduction, TNB absorbance 405 nm. hit rate 3% among 360,000. Potency, µM (highest dose often 114 µM), for inactives: at the top dose activity change, negative = inhibition, actives largely listed as inhibitors. Q962Y6; note: potency is the fitted concentration of half-maximal effect; % is set by controls: 0 for no effect and ±100 for the full control effect; nearly all actives have a fitted effect of over 60% in size
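Kinetic colorimetric format: TGR-catalysed, NADPH-driven DTNB reduction monitored via TNB absorbance. Enzyme dispensed at 20 nM; compound exposure 15 min at room temperature before reaction start.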
FBPA Giardia inh – blocks Giardia fructose-bisphosphate aldolase activity; purified Giardia FBPA; Potency, µM (top dose mostly 59.6 µM), for inactives: at the top dose activity, negative = inhibition, usual class: inhibitors; hit rate 0.71% among 290,000; note: potency is the fitted concentration of half-maximal effect; % is set by controls: 0 for no effect and ±100 for the full control effect; nearly all actives have a fitted effect of over 55% in size
Target sequence (A8B2U2 whole entry, looked up): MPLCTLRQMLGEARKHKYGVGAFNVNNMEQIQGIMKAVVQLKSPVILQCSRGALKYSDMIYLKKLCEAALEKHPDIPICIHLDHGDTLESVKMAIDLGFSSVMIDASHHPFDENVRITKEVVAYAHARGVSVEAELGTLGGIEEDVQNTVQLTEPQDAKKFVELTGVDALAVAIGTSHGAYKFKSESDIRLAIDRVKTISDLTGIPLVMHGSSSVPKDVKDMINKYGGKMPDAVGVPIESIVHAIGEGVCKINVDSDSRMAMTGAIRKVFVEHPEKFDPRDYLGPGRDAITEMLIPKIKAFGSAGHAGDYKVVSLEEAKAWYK
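Giardia FBPA (40 nM reagent) was preincubated 10 min at RT with compound (up to 57.5 uM final), then substrate plus GAPDH/TPI/NAD/arsenate coupling system with diaphorase/resazurin was added; resorufin fluorescence (525/598 nm) was read after 20 min.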
CHX counter – counter-screen hit for Shiga toxin inhibitors, cycloheximide | cell reporter, cycloheximide protein synthesis inhibition counterscreen | max response, % | hit rate 12% among 300,000 | AID 2314; in the data active = max response mostly above about 13%, no sharp cut-off; inactive = mostly below about 14%; note: read at 38.3 µM for the half of the compounds with a filed dose; 0% is about no effect
Shiga inhibitor – blocks Shiga toxin action in Vero cells; Vero cells, Shiga toxin protein synthesis inhibition reporter; hit rate 9.2% among 290,000; inhibition, % at 38.7 µM; in the data active = inhibition mostly above about 28%, no sharp cut-off; inactive = mostly below about 43%; note: 0% is about no effect
Pf growth 48h – inhibits P. falciparum growth in the first generation, 48 h; AID 504832; hit rate 5.9% among 310,000; Potency, µM (doses to about 28.7 µM), for inactives: top-dose activity change, negative = inhibition, hits mostly inhibitors; P. falciparum luciferase growth in erythrocytes, 48 h; note: potency is the fitted concentration of half-maximal effect; % is set by controls: 0 for no effect and ±100 for the full control effect
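Read-out is firefly luciferase luminescence from an integrated reporter in P. falciparum, so falling signal marks reduced parasite growth. Infected erythrocytes were at 2% hematocrit and 0.1% parasitemia (final) in Albumax-supplemented RPMI 1640.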
* hit, by the source's call; ? = inconclusive; · = no result given; & = joins results of further samples; [ ] = another dose, or the depositor's remark. Unless noted, calls come from the whole dose curve; as a rule, active = well fitted curve in the direction sought with a large enough effect; inconclusive = small, poorly fitted or top-dose-only effect, or another doubt; inactive = no such curve, though single readings can be large; an effect the other way counts as inactive or inconclusive.

SMILES,Pf growth 96h,FBPA Giardia inh,Shiga inhibitor,Pf growth 48h,CHX counter,Sm TGR block
CCCC(=O)Nc1ccc2nc(SCC(=O)N3CCCC3)sc2c1,35%[activator],-6%,21,?,16,14%
O=C(COC(=O)c1ncc(Cl)c(Cl)c1Cl)NNC(=O)c1ccccc1,-2%,·,·,27%,·,-11%
Cc1ccccc1CC1SC(N=C(N)N)=NC1=O (stereo not drawn),?,-4%,·,-7%,-1,11%
CCc1nnc(NC(=O)Nc2ccc(Cl)cc2)s1,?,2%,52*,?,25*,-1%
Cc1ccc(CN2C(=O)C[C@@H](NS(=O)(=O)c3ccc4ccccc4c3)C/C=C\C2c2ccc(C)cc2)cc1 (stereo partly drawn),·,?,-3,·,8,·
O=C(Nc1ccc(O)c2c(=O)cc(-c3cccc(Cl)c3)oc12)c1cccc(Cl)c1,8%,7%,-2,10%,-1,?
CN(C)S(=O)(=O)c1ccc(Cl)c(C(=O)Nc2ccc(S(=O)(=O)N3CCOCC3)cc2)c1,?,-3%,-11,-17%,-4,-9%
CN(C)CCC(=O)c1ccc2c(c1)OCO2,-13%,-2%,13,-13%,24*,0.63µM*
Cc1ccc(C)c(S(=O)(=O)NCCOC(=O)Nc2sc(=S)n(C)c2C)c1,5%,-12%,9,-12%,-3,?
Cc1cc(C)c(C#N)c(Nc2cccc(C)c2C)n1,?,-1%,-7,-6%,1,-1%
Cc1ccccc1CN1C[C@@H]2C[C@@H](c3cn[nH]c3-c3ccc(F)cc3)N3CCC[C@@]23C1=O,5%,2%,-17,?,-2,-5%[57.1 µM]
Cc1cccc(CC(=O)NCC2CCCCC2)c1,?,10%,93*,34%[activator],31*,0%
C/C(=N\NC(=O)c1ccccc1)c1ccc(N2CCOCC2)cc1,21%,-5%,54*,·,58*,-5%
Cc1cc(C)c2nc(SCC(=O)NCCN3C(=O)CSC3=O)cc(C)c2c1,-7%,4%,-7,5%,0,-2%
CCCCn1c(SCC(=O)NCc2ccco2)nnc1-c1ccoc1C,-8%,-8%,-3,-2%,-1,28µM*
O=S(=O)(c1ccc(-c2cnc(C3CC3)o2)cc1)N1CCN(c2ccccc2)CC1,?,·,2,-7%,0,-8%&3%
CCCCCCP(=O)(O)c1ccccc1,-15%,6%,-12,-17%,-1,1%
O=C(Nc1ccc(S(=O)(=O)N2CCOCC2)cc1)c1ccc(Br)o1,35%,-2%,6,-22%,-2,-13%
COc1ccc(CC(=O)NCC(=O)N/N=C/c2c[nH]c3ccccc23)cc1,-13%,0%,-13,?,-1,-1%
CN(C)CC(CCC(CN(C)C)C(=O)c1ccccc1)C(=O)c1ccccc1 (stereo not drawn),13µM*,-12%,-23,6.6µM*,-8,2µM*
Cc1ccc(C2=NN(S(=O)(=O)c3ccccc3)C(c3ccco3)C2)cc1 (stereo not drawn),12µM*,·,·,9.3µM*,·,0%
COc1ccc(S(=O)(=O)N2CCOCC2)cc1C(=O)Nc1ccon1,-25%,12%,-10,27%,-2,-5%
NCCCn1c(C(=O)c2cc(Cl)c(N)c(Cl)c2)c2ccc(C(F)(F)F)cc2[n+]1[O-],?,·,·,6.6µM*,·,45µM*
Cc1cccc(N(CC(=O)NC2CCCC2)C(=O)CS(=O)CC(=O)Nc2ccc3c(c2)OCO3)c1 (stereo not drawn),·,-8%,10,-20%,-3,1%
Cc1ccc(S(=O)(=O)Nc2ccc(-c3nc4cc(NS(=O)(=O)c5ccc(C)cc5)ccc4o3)cc2)cc1,4.1µM*,-10%,-5,·,-2,-6%
Cc1nn2c(-c3ccccc3)ccnc2c1Br,23%,2%,4,-1%[0.00184 µM],-2,-5%
CC(=O)Nc1ccc(S(=O)(=O)N2CCN(c3cc(C)ccc3C)CC2)cc1,13µM*,0%,-13,-20%,-5,0%
CC1CCCCN1C(=O)CCS(=O)(=O)c1cc2c(cc1Cl)NC(=O)CO2 (stereo not drawn),24%,-5%,1,-16%,-2,0%&5%
CN(C)CCN1C(=O)C2C3C=CC(C3)C2C1=O (stereo not drawn),2%,-18%,0,-12%,-3,-5%
Nc1ncc(Br)cc1S(=O)(=O)NCCC(=O)N1CCN(c2ccccn2)CC1,6%,-1%,-22,12µM*,-6,-3%
O=C(Nc1nc(-c2ccccc2)cs1)c1cccc([N+](=O)[O-])c1,107%[activator],·,100*,-24%,50*,13%
COC(=O)C(=N/Nc1ccccc1C(=O)OC)/C(C)=N/O,52%[activator],10%,-9,59%[activator],-2,1%
CCOc1ccc(/C(O)=C2/C(=O)C(=O)N(CCOCCO)C2c2cccnc2)cc1 (stereo not drawn),1%,6%,-6,3%,2,-32%
Cc1cc(OC(=O)c2ccc3ccccc3c2)c([N+](=O)[O-])c(=O)[nH]1,0%,1%,-2,3%,8,-2%
CCOc1ccc2nc(Cl)sc2c1,46%[activator],-3%,13,40%[activator],7,0%
C=CCN(CC=C)C(=S)Nc1cc(Cl)ccc1OC,23%,-12%,5,-16%[5.75 µM],-3,-17%
O=C(CN1C(=O)C2C3CCC(C3)C2C1=O)Oc1ccc2ccccc2c1 (stereo not drawn),-28%,-5%,-6,9%,-3,1%
CC(C)n1c(SCC(=O)NCc2ccco2)nc2c1c(=O)n(C)c(=O)n2C,?,2%,-9,-12%,-1,?
OC(COc1ccc2ccccc2c1Br)Cn1ccnc1 (stereo not drawn),·,1%,6,?,15,3%
COc1ccc(C(NC(=O)N2CC(C)OC(C)C2)C(Cl)(Cl)Cl)cc1F (stereo not drawn),3.3µM*,2%,2,13µM*,-2,-5%
O=C1NC[C@@H](Cc2ccc(O)cc2)N(CCc2cccc(F)c2)C1=O,?,1%,-4,-27%,-5,-15%
CCCCCCCC(=O)N/N=C/c1ccc([N+](=O)[O-])o1,?,-12%,2,?,1,?
CCc1cc(C(=O)c2ccc(OC)cc2)c(NC(=O)CCC(=O)O)s1,?,18%,-5,?,2,5%
C=CCn1c(O)c(/C=C2/C=CC=N2)c(=O)[nH]c1=O,163%[activator],4%,-2,15%,-1,-12%
O=C(/C=C/c1ccc2c(c1)OCCCO2)c1ccccc1O,234%[activator],2%,171*,199%[activator],78*,-3%
O=c1[nH]n2c(-c3ccccc3)nc(O)c2c2ccccc12,20%,0%,0,42%[activator],1,-7%
O=C(CCN1C(=O)c2ccccc2C1=O)Nc1cccnc1,?,3%,1,6%,-2,3%
CCOC(=O)c1c(CN2CCCCC2)n(C)c2cc(Br)c(OC)cc12,3.3µM*,0%,-28,?,-4,-24%
CCN(CC)CCOC(=O)[C@@H](Cc1cccc2ccccc12)C[C@@H]1CCCO1,-12%[12.8 µM],-26%[21.7 µM],·,5%[12.8 µM],·,·
CC(=O)Oc1ccc2c(C)cc(=O)oc2c1C(=O)c1ccccc1,18%,-9%,-15,1%,-4,-15%

(cont.)
SMILES,Pf growth 96h,FBPA Giardia inh,Shiga inhibitor,Pf growth 48h,CHX counter,Sm TGR block
CNC(=O)C1=C(C)Nc2nc3ccccc3n2C1c1ccc(F)cc1 (stereo not drawn),?,0%,17,?,2,-18%
CC1=C(C(=O)Nc2cccc(C(=O)NC3CCCC(C)C3C)c2)SCCO1 (stereo not drawn),?,·,2,-16%,-5,-4%
O=C(O)c1ccc(N/N=C/c2ccc(OC(=O)c3cccc(Cl)c3)cc2)cc1,241%[activator],-15%,75*,-7%,37*,3%
CCOC(=O)Nc1ccc2c(c1)nc(CN1CCOCC1)n2C,?,-13%,3,24%,15,9%
O=C(Nc1nc2c(s1)CCCC2)c1ccc(N2C(=O)CCC2=O)cc1,52%[activator],·,72*,42%[activator],38*,-16%
COc1cc(/C=C2\Oc3cc(O)ccc3C2=O)ccc1O,?,12%,70*,147%[activator],51*,1%
COc1ccc(-c2[nH]c(-c3ccc(C(=O)O)cc3)nc2-c2ccccc2)cc1,3%,·,-16,33%[activator],2,12%
Cc1ccc(OCC(=O)n2nc(C)cc2C)c(Br)c1,-11%,17%,8,-17%,1,0%
CN(Cc1ccon1)C(=O)CCc1nnc(Cc2ccc(-c3ccccc3)cc2)o1,17%,2%,37*,-2%,24*,-8%
Cc1ccc(-n2cc(CNC(C)Cc3cnccn3)c(-c3cccc(C)c3)n2)cc1 (stereo not drawn),21%,1%,-8,3.3µM*,1,5%

Limited to Sm TGR block, Shiga inhibitor and FBPA Giardia inh, for some of the entries so far:
| SMILES | Sm TGR block | Shiga inhibitor | FBPA Giardia inh |
| --- | --- | --- | --- |
| Cc1ccccc1CC1SC(N=C(N)N)=NC1=O (stereo not drawn) | 11% | · | -4% |
| NCCCn1c(C(=O)c2cc(Cl)c(N)c(Cl)c2)c2ccc(C(F)(F)F)cc2[n+]1[O-] | 45µM* | · | · |

The list goes on.
SMILES,Pf growth 96h,FBPA Giardia inh,Shiga inhibitor,Pf growth 48h,CHX counter,Sm TGR block
O=C(NCc1ccco1)c1nc2c(nnn2Cc2cccc(Cl)c2)c(=O)[nH]1,33%[activator],4%,-6,-9%,-2,0%
COc1ccc(S(=O)(=O)N2CCOCC2)cc1NC(=O)c1cccc(-n2cccc2)c1,?,·,·,-10%,·,?
COc1cc(C(=O)N2CCN(C(=O)C3CCCO3)CC2)cc(OC)c1OC (stereo not drawn),-12%,·,·,-21%,·,-1%
O=C(NC(=O)c1ccccc1)Nc1ccccn1,33%[activator],·,-2,135%[activator],27,-11%
Cc1ccoc1C(=O)Nc1ccc(CC(=O)O)cc1,·,-5%,-6,?,-3,-17%
CCC1CCCCN1CCCNC(=O)C1CCN(S(=O)(=O)N2CCCCC2)CC1 (stereo not drawn),?,0%,-9,-8%,-2,-15%
CCCCC(c1nnnn1CS(=O)(=O)c1ccc(C)cc1)N1CCN(c2ccccc2)CC1 (stereo not drawn),·,7%,-14,13µM*,-2,56%[activator]
Cc1ccccc1CC(=O)Nc1ccc(C(=O)N2CCCC2)cc1,10%,23%,46,-5%,25*,8%
Cn1c(-c2ccccc2)cc2c3no[n+]([O-])c3ccc21,53%[activator],1%,68*,42%[activator],27*,9%
COc1cccc(OCC(=O)Nc2ccccc2-c2ccccc2)c1,6%,-10%,-14,?,-3,0%
CC(=O)NC1=NN(C(C)=O)C(c2ccc(F)cc2)S1 (stereo not drawn),-16%,0%,18,32%[activator],-3,9%
CC(C)NC(=O)c1sc2nc3c(c(-c4cccs4)c2c1N)CN(C)CC3,-17%,-14%,-18,·,3,2%
CCOc1ccc(S(=O)(=O)NCCC(=O)OCN2C(=O)c3ccccc3C2=O)cc1,47%[activator],13%,-11,17%,-1,-3%
CCc1ccc(NC(=O)C2CCN(S(=O)(=O)c3cccs3)CC2)cc1,220%[activator],2%,21,?,6,-3%
CCCCNc1c(-c2ccc(SC3CCCCC3)cc2)nc2ccccn12,?,·,·,?,·,4%
CC1CCC(NC(=O)C2CCC(CNS(=O)(=O)c3cccc4nsnc34)CC2)CC1 (stereo not drawn),?,2%,-2,·,-4,2%
CC(C)N(Cc1ccccc1)C(=O)c1cnc2n(c1=O)CCS2,2%,9%,1,4%,-4,1%
CCOc1ccc(NC(=O)COC(=O)C2CCC(=O)N2)c([N+](=O)[O-])c1 (stereo not drawn),-6%,·,·,-2%,·,-16%

Taken from above:
CC(C)N(Cc1ccccc1)C(=O)c1cnc2n(c1=O)CCS2 in Sm TGR block: 1%
CC(C)NC(=O)c1sc2nc3c(c(-c4cccs4)c2c1N)CN(C)CC3 in Sm TGR block: 2%

Screening data: PubChem, National Center for Advancing Translational Sciences (NCATS)
